Screens (PubChem BioAssay)
RTF Ca sens act = cardiac RTF calcium sensitization | 340,000 tested, 0.24% active | IANBD-labeled TnC RTF fluorescence at EC20 calcium; 0% EC20 calcium, 100% full calcium | activation, % at 7.2 µM | P19429+P45379;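 active means activation above the mean over all tested compounds plus 3 SD, cut at about 30% in these data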;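 further: rise in fluorescence read as greater calcium sensitivity of cardiac thin filaments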
RTF Ca sens inh = cardiac RTF calcium desensitization; 340,000 tested, 0.12% active; IANBD-labeled cardiac RTF, Ca2+ fluorescence; inhibition, % at 7.15 µM; P19429+P45379;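 active means inhibition above the mean inhibition of all tested compounds plus 3 SD, cut at about 17% in these data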;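 further: assay run at fixed EC70 calcium of 1.6 mM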
Keap1-Nrf2 PPI = disrupts human Keap1 binding to Nrf2 peptide; Keap1 Kelch-Nrf2 peptide fluorescence polarization, 1536-well; AID 504523; inhibition, % at 9.4 µM; Q14145; 340,000 tested, 0.15% active; in the data active means inhibition above about 12%; inconclusive means no clear call, values can overlap the other calls; inactive means below about 7.3%;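 further: human Keap1 Kelch domain with fluorescein labeled Nrf2 9mer peptide probe; 0% = neutral control wells and 100% = peptide positive control; higher means more block of Keap1 binding to Nrf2 peptide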
SR-BI DiI-HDL act = enhances SR-BI lipid uptake from DiI-HDL; activation, % at 12.5 µM; 320,000 tested, 0.096% active; CHO ldlA[mSR-BI] cells, DiI-HDL uptake fluorescence, 3 h; 100 = double the neutral-control signal;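 active means mean replicate activation of at least 60% and every replicate at or above 60%; inconclusive means mean or all-replicate condition met, but not both; inactive means mean below 60% and not all replicates reaching 60%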;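 further: 0% = median plate neutral-control signal and 100% = twice that signal; values of inactives mirror those of a sister screen read the other way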
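Test system: SR-BI-overexpressing, LDLR-lacking CHO cells. Measured by: DiI fluorescence, bottom read. Medium: Ham's F12 with 0.5% BSA, HEPES 25 mM, pH 7.4. Timing: 3 h uptake period with compound, 37 °C.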
PKA-R2B activ = activates the human PKA-R2B holoenzyme complex; P22694+P31323; PKA-R2B holoenzyme dissociation, Cy5-IP20 fluorescence polarization; R2B truncated from residue 108, S112A mutant; 0% DMSO only, 100% 113 µM cGMP; activation, % at 11.4 µM; 340,000 tested, 0.079% active;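 active means activation above a cutoff set at the mean over all compounds plus 3 SD, cut at about 18% in these data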;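 further: higher means more holoenzyme dissociation and a rise in polarization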
Target sequence (P31323 whole entry, looked up, other chains not shown, the tested form may be a part): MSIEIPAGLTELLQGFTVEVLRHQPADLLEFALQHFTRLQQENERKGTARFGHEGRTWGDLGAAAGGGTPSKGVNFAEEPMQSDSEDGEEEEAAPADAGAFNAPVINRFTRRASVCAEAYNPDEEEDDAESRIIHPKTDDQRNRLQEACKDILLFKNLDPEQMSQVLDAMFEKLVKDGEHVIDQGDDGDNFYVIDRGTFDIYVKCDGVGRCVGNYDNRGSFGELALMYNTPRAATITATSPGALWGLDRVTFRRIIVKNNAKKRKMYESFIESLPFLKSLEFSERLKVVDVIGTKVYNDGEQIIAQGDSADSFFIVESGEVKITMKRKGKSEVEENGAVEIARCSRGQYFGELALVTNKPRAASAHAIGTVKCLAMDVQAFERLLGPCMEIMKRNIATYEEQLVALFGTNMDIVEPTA
CAL PDZ FP-1 = inhibitors of human CAL PDZ peptide binding. AID 602252. inhibition, % at 24.9 µM. purified CAL PDZ, TMR-peptide fluorescence polarization, 1 h. 300,000 tested, 0.92% active. Q9HD26;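 active means mean inhibition of at least 30% with at least half of replicates also reaching 30%; inconclusive means no clear call, values can overlap the other calls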;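 further: 0% = DMSO neutral control and 100% = excess unlabeled competitor peptide PRC23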
C-LANA FP = KSHV C-LANA DNA binding inhibition; MBP-C-LANA/FAM-LBS DNA binding, fluorescence polarization; inhibition, % at 9 µM; 340,000 tested, 0.078% active;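 active means highest replicate inhibition at or above 60% at 9 µM, even if other replicates fall short; inactive means all replicates below 60% inhibition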;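 further: 0% = neutral control wells and 100% = 4 µM acridine orange control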
CAL PDZ FP-2 = human CAL PDZ-peptide interaction inhibition | purified CAL PDZ, TMR-peptide fluorescence polarization, 1 h | AID 504414 | 330,000 tested, 0.02% active | inhibition, % at 20 µM;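 active means highest replicate inhibition of at least 40%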;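 further: plate controls were DMSO neutral control wells for no effect and unlabeled competitor peptide control wells for full effect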
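Read-out basis: mP drop reported as inhibition | Assay system: Tagged CAL PDZ protein CerCALP, purified | Benchmarks: Unlabelled peptide for full inhibition, DMSO wells as neutral | Schedule: 1 h incubation at room temperature before polarization reading | Buffer or medium: Sodium phosphate/NaCl buffer pH 7.4 with TCEP, IgG, Thesit | Doses: Single point, 20 µM | Measured by: Fluorescence polarization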
DAGLB inh = diacylglycerol lipase beta (human) inhibition; Q8NCG7; HEK293T DAGLB membrane lysate, EnzChek fluorogenic substrate; inhibition, % at 5.17 µM; 340,000 tested, 0.059% active; AID 504411; in the data active means inhibition above about 34%;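 further: 0% = enzyme with vehicle and 100% = wells lacking enzyme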
Rtt109 Vps75 = C. albicans Rtt109 histone acetyltransferase inhibition. 330,000 tested, 0.16% active. inhibition, % at 34.9 µM. Q5AAJ8. AID 540336. purified Rtt109/Vps75, ThioGlo CoA-SH fluorescence, 4 h;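 active means inhibition of at least 50% in every replicate; inconclusive means best replicate reaches 50% inhibition but some replicates fall short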
Target sequence (Q5AAJ8 whole entry, looked up): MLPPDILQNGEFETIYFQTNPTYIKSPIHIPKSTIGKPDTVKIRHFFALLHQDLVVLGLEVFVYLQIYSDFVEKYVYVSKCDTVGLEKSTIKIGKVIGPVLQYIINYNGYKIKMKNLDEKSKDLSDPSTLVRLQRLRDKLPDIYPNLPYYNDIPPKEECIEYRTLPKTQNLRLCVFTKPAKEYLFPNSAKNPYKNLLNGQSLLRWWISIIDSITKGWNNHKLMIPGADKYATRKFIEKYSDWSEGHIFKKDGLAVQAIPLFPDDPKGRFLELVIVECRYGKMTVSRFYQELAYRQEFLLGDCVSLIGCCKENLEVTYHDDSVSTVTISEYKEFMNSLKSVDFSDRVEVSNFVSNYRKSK
Starred values were filed as active, the others as inactive; ? = inconclusive; nt = not tested or not shown.

SMILES	RTF Ca sens act	RTF Ca sens inh	Keap1-Nrf2 PPI	SR-BI DiI-HDL act	PKA-R2B activ	CAL PDZ FP-1	C-LANA FP	CAL PDZ FP-2	DAGLB inh	Rtt109 Vps75
CC(C)CN(CCCNC(=O)CN1C(=O)CSc2ccc(S(=O)(=O)N3CCOCC3)cc21)CC(C)C	1.4	-1.9	2.6	45.2	-0.2	-0.5	0.1	-4.6	-2.8	4.4
O=C(CNC(=O)c1ccccc1)Nc1cccc(C(F)(F)F)c1	-1.3	3.1	-2.0	-4.8	-6.8	-4.2	0.8	0.0	-3.1	-1.5
CN(CC(=O)Nc1cc(S(=O)(=O)N2CCCC2)ccc1Cl)Cc1ccc2c(c1)OCO2	-4.0	3.2	0.1	-51.9	3.4	-1.1	-0.1	-1.6	-3.9	-1.7
COc1ccc(CNC(=O)C[C@H]2C[C@H](C(=O)N3CCCCC3)[C@@]3(CCc4ccccc4)c4[nH]c5ccc(Cl)cc5c4CCN3C2=O)cc1OC	-1.0	-2.9	-6.0	17.4	0.2	-1.0	-0.2	-1.3	1.0	3.2
NC(=O)c1oc2ccccc2c1NC(=O)c1ccc([N+](=O)[O-])o1	-9.3	-3.6	4.7	nt	-0.6	-2.7	1.1	-2.3	-0.2	17.1
CN(C(=O)c1ccco1)c1nc(-c2ccccc2)cs1	0.8	0.6	-3.5	-22.8	-7.2	-6.4	-2.0	-14.4	-13.4	-1.9
CC1(C)Cc2c(sc3[nH]c(=S)n(Cc4ccccc4)c(=O)c23)CO1	-0.3	-14.7	1.2	23.2	-2.9	-3.1	0.1	-2.8	2.4	1.0
CC(=O)c1ccc(S(=O)(=O)N2CCCC2)cc1	-0.5	1.7	-1.3	1.6	-1.3	-6.4	2.0	nt	-0.6	6.2
Cc1ccc(CN2C(=O)CCC2C(=O)NCCCN2CCC(C)CC2)cc1 (stereo not given)	1.7	7.0	-0.2	nt	-0.9	-0.2	1.9	-0.2	-0.5	4.0
CN(/N=C/c1ccc(C(C)(C)C)cc1)C1=NCCN1	-0.2	-11.5	3.2	?	12.7	-0.1	-0.1	0.0	2.6	-1.9
CC(C)CCOc1cccc(C2c3c(oc4ccccc4c3=O)C(=O)N2CCCN2CCOCC2)c1 (stereo not given)	4.0	-13.0	0.8	20.8	-0.8	nt	1.4	0.2	1.4	2.8
C=CCn1c(O)c(N=Nc2ccccc2)c2ccccc21	-1.3	3.2	-4.7	18.9	-3.2	-1.4	-0.5	-9.2	-0.9	4.7
COc1ccc(CNS(=O)(=O)NCc2ccccc2F)cc1	2.9	-11.0	3.1	12.0	-7.1	4.7	1.1	-2.4	-1.9	nt
CC(=O)Oc1ccc(C(=O)Nc2ccccc2NC(=O)c2ccc(OC(C)=O)cc2)cc1	1.8	-5.0	-4.6	-58.8	-7.6	-0.7	-2.9	1.5	2.2	1.5
COC(=O)C(CCSC)NC(=O)Cn1ncc2c(=O)oc3ccccc3c21 (stereo not given)	1.8	-3.8	-0.8	11.8	-13.5	1.9	1.8	-1.0	0.5	0.0
CN1CCN(C(=S)NC(=O)c2cccc([N+](=O)[O-])c2)CC1	1.4	-0.8	-4.3	6.2	-4.7	nt	-1.1	0.3	1.1	-0.7
O=C(NC12CC3CC(CC(C3)C1)C2)c1ccc(Br)o1	-4.3	4.2	-2.9	0.6	3.7	-2.4	1.4	-0.5	-6.8	9.0
CC(CCN1CCN=C1N(C)C)c1ccccc1 (stereo not given)	-6.3	3.5	-4.3	26.9	-3.2	-1.6	-5.4	0.9	-2.4	0.9
CC1(O)c2ccccc2C(=O)N1Cc1ccccc1 (stereo not given)	-0.8	-2.6	-8.7	-8.0	3.9	nt	0.7	-1.8	-3.5	9.5
COc1ccc(C)cc1NC(=O)C1CCCCC1C(=O)O (stereo not given)	4.0	-7.0	-6.8	12.3	-0.1	-24.9	2.6	-2.9	-0.1	4.6
S=c1[nH]ncn1/N=C/c1ccc(Br)cc1	0.1	-11.0	3.3	-2.5	6.9	-1.0	-2.2	-0.6	0.3	-1.5
CCC(CO)NC(=O)c1cc2c(s1)CCC2 (stereo not given)	7.5	0.8	2.1	15.0	-3.9	-5.4	1.8	nt	-0.1	-4.7
CC(C)c1ccc(N(C(=O)c2csnn2)C(C(=O)NC2CCCC2)c2cccnc2)cc1 (stereo not given)	-2.4	7.4	-0.8	nt	-2.3	-2.6	-0.7	-2.0	2.3	-5.7
COc1ccc(OC)c(S(=O)(=O)Nc2cc(C(=O)O)ccc2N2CC3CC(C2)c2cccc(=O)n2C3)c1 (stereo not given)	-4.4	-5.1	5.5	14.2	1.5	-2.5	-0.8	0.9	-2.1	nt
COc1cc(C2c3c(oc4ccccc4c3=O)C(=O)N2c2ccc(C)cn2)ccc1O (stereo not given)	0.5	-8.2	-2.9	-1.4	3.4	nt	-2.3	-1.0	0.0	-1.1
O=C(Nc1cccc(Cl)c1)N1CCN2C(=O)c3ccccc3C12c1ccccc1 (stereo not given)	-2.8	-1.5	-2.1	-15.7	-6.8	nt	0.3	-0.9	-8.2	-6.0
O=C(OCn1ncc(Cl)c(Cl)c1=O)c1cccc(C(F)(F)F)c1	3.1	-5.4	-3.7	-23.9	-1.3	0.0	-1.4	0.6	0.7	5.9
CCC1CCCCN1S(=O)(=O)c1ccc(-n2cnnn2)c(C)c1 (stereo not given)	1.2	2.2	-1.6	nt	2.1	-23.1	0.6	-1.2	-1.3	-3.6
CCOC(=O)C1=C(COC(=O)/C=C/c2ccc(OC)cc2)NC(=O)NC1C (stereo not given)	-6.1	0.7	1.2	-34.5	-11.7	7.1	-0.1	-2.5	2.1	17.7
Cc1ccc(N=Cc2c(O)c3ccccc3oc2=O)c(C)c1	-6.6	-4.2	-1.7	15.4	-2.3	-1.9	0.2	-1.0	-4.4	-12.8
O=C(c1ccc(S(=O)(=O)N2CCOCC2)cc1)N1CCN(c2ccc(F)cc2)CC1	9.4	-2.0	-0.1	12.2	3.5	1.2	-0.1	-0.6	-1.5	-1.9
Cc1ccc(C)c(NC(=O)COc2cccc3c2CCN(Cc2ccccc2)C3=O)c1	0.7	-9.3	-0.6	-8.7	-8.6	-4.7	-0.5	0.2	-11.8	0.6
CC1Sc2ccc(C(=O)Nc3cc(S(C)(=O)=O)ccc3Cl)cc2NC1=O (stereo not given)	-0.8	-0.3	-6.1	-35.9	-3.7	-0.4	-1.4	-0.7	0.7	5.6
Cc1[nH]c2ccccc2c1C(=O)CSc1nc2ncc(Cl)cc2[nH]1	4.3	0.7	-3.2	-3.2	4.7	-7.6	-5.3	nt	3.8	-2.6
CN(C)S(=O)(=O)c1cccc(NC(=O)c2ccc(S(=O)(=O)N3CCCCC3)cc2)c1	1.2	-0.2	-0.8	-21.7	-6.4	9.2	0.0	-1.4	-0.2	1.1
COc1ccc(C2C(C#N)=C(N)OC3=C2C(=O)CC(C)(C)C3)cc1Cn1nc(C)c([N+](=O)[O-])c1C (stereo not given)	-3.7	-4.2	2.4	14.8	5.9	1.2	0.4	-2.5	0.4	0.4
C/C(Cl)=C\Cn1c(NCCCn2ccnc2)nc2c1c(=O)n(C)c(=O)n2C	6.6	-9.2	-1.1	14.1	-9.6	2.4	2.0	-0.1	-0.1	3.0
COc1ccc(NC(=O)Cn2nnc(C(=O)NCCc3ccccc3)c2N)cc1	-1.6	-14.0	-6.1	4.2	-10.1	nt	-0.2	-3.9	-1.0	-0.9
COc1cc(S(=O)(=O)NCCCN2CCOCC2)ccc1Cl	-8.5	7.1	-0.6	-1.7	8.0	-8.5	0.2	-1.7	-0.5	0.0
Cc1ccc(-c2cc3nc(-c4ccc(Br)cc4)cc(N)n3n2)cc1	2.3	9.5	0.4	1.1	3.4	0.8	1.2	0.5	-5.9	-3.5
Cc1c(C)c2ccc(OC3CCCCC3=O)cc2oc1=O (stereo not given)	-4.9	-0.8	1.3	nt	-10.2	-3.0	1.7	-0.8	-1.4	-6.5
CCc1cc(/C(Cc2csc(C)n2)=N/O)c(O)cc1O	-3.3	6.2	1.2	3.6	2.6	-2.3	-2.3	-1.1	-1.4	4.3
Cc1ccsc1C1C(C#N)=C(N)Oc2n[nH]c(C)c21 (stereo not given)	1.1	-7.5	-4.0	2.9	3.3	5.5	0.6	-0.4	1.9	0.1
O=P(O)(O)C(O)C(F)(F)C(F)(F)C(F)(F)C(F)F (stereo not given)	2.2	-33.7	-2.5	4.1	7.0	2.0	-0.8	-2.0	-1.1	3.2
C=C(C)CSc1nnc([C@@H]2CCCN2)o1	3.8	-7.6	1.7	32.9	-1.6	41.6*	0.7	-0.4	0.0	8.8
COc1ccc(NC(=O)C2=C(C)NC(=O)NC2c2cccc(OC)c2OC)c(OC)c1 (stereo not given)	0.5	-12.6	-1.2	3.3	5.0	1.0	-2.0	-1.0	3.0	2.4
CCOC(=O)/C(=C\c1ccccc1)NC(=O)c1ccccc1	11.4	-1.5	4.7	23.6	10.0	3.5	-2.5	-0.8	-4.8	3.6
CCOc1ccc(C(CCc2ccccc2)NC(=O)c2ccccc2F)cc1OCC (stereo not given)	-7.8	0.7	-1.5	-25.4	-5.3	-1.9	0.4	-0.4	-6.1	10.2
CCOC(=O)CN1C(=O)S/C(=C\c2ccc(-c3ccc(C(=O)O)c(Cl)c3)o2)C1=O	1.4	4.5	-3.0	-4.5	-1.8	-2.8	6.6	-2.4	1.5	9.8
Cc1ccc(S(=O)OCC(=O)Nc2cc(Cl)ccc2N2CCOCC2)cc1 (stereo not given)	-1.0	-1.9	-3.9	-22.9	4.3	-3.1	-0.1	-3.8	-2.8	-10.2
O=C(CCC1CCCC1)Nc1ccon1	7.6	12.1	6.5	6.9	2.1	7.4	0.2	-0.6	1.1	-15.7
